# Platelet DG rel: inhibitors of platelet dense granule secretion, primary screen, cell-based, MLPCN, human platelets; human platelet-rich plasma, SFLLRN dense granule ATP release, luminescence; inhibition, %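 (compounds screened at 7.5 µM in platelet-rich plasma)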; 300,000 tested, 0.22% active; AID 1663, 2009;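 active means mean replicate score, as percent of positive control, at or above 50; inconclusive means mean below 50 but at least one replicate at or above 50; inactive means mean and every replicate below 50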
# DYRK1A inh: rat Dyrk1A kinase inhibitors, primary screen, biochemical, single point, plate reader; Dual specificity tyrosine-phosphorylation-regulated kinase 1A (Rattus norvegicus), Q63470; ADP-Glo luminescence, NFATc1 peptide; inhibition, % at 12.5 µM; 310,000 tested, 0.43% active; in the data active means inhibition above about 50%;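 further: plate controls were vehicle with enzyme for no effect and no enzyme for full effect; many of its hits are not listed in these tables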
# aSyn 5UTR inh: MLPCN primary screen, SNCA 5' untranslated region. AID 1813, 2009. inhibition, % (tested at 7.5 µM). 300,000 tested, 0.82% active. alpha-synuclein 5'UTR reporter, inhibitor activity; in the data active means inhibition above about 60%; inconclusive means no clear call, values can overlap the other calls;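 further: H4 neuroglioblastoma cells stably carrying SNCA 5'UTR luciferase fusion; 0% = DMSO wells and 100% = positive control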
# HSF1 inh: HSF1 inhibitors in luciferase reporter cells, primary screen, cell-based, NIH3T3, luminescence; NIH3T3-HGL HSE-luciferase, MG132-induced, luminescence 8 h; active compounds read low; activity change, negative = inhibition, % at 7.5 µM (by protocol); 300,000 tested, 0.77% active;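 active means more than half of replicate wells show activity change below -50%, luminescence cut by over half; inconclusive means some wells, but at most half, below -50%; inactive means no replicate well below -50%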;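 further: luciferase reports HSF-1 transcriptional activity via heat shock element; 0% = median of DMSO wells and -100% = zero luminescence signal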
# IEC-6 tox: cytotoxicity in IEC-6 intestinal epithelial cells, primary screen, cytotoxicity control for KLF5 inhibitor project, cell-based, luminescence; IEC-6 cytotoxicity, luminescence viability; inhibition, % at 5 µM; 290,000 tested, 0.78% active; AID 1825, 2009; in the data active means inhibition above about 22%;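 further: 0% = plate median of test compound wells and 100% = cytotoxic reference compound wells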
# HSF-1 act: HSF-1 activators, primary screen, NIH3T3-HGL cells, MG132 stress, luminescence, single point; NIH3T3-HGL HSF-1 luciferase reporter, 8 h; 100% = twice DMSO control signal; activation, % at 9 µM; 300,000 tested, 1.7% active; AID 504408, 2011;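 active means mean replicate activation of at least 50% with a set share of replicates each reaching 50%; inconclusive means only one of those two conditions met; inactive means mean below 50% and too few replicates reaching it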;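 further: 0% = median of the neutral control wells and 100% = twice that signal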
# GSK3B inh: human GSK3beta kinase inhibitors, primary screen, biochemical, cell-free homogeneous, HTS. Glycogen synthase kinase-3 beta (Homo sapiens), P49841. GST-GSK3beta kinase, ADP-Glo luminescence, 60 min; active compounds read low. activity score (negative = inhibition), % at 10 µM. 300,000 tested, 0.038% active;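 active means more than half of replicate wells score below -50%, meaning over 50% inhibition versus plate controls; inconclusive means some replicates but at most half score below -50%; inactive means no replicate scores below -50%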;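 further: 0% = median DMSO wells and -100% = median GW8510 positive control wells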
# Target sequence (P49841 whole entry, looked up): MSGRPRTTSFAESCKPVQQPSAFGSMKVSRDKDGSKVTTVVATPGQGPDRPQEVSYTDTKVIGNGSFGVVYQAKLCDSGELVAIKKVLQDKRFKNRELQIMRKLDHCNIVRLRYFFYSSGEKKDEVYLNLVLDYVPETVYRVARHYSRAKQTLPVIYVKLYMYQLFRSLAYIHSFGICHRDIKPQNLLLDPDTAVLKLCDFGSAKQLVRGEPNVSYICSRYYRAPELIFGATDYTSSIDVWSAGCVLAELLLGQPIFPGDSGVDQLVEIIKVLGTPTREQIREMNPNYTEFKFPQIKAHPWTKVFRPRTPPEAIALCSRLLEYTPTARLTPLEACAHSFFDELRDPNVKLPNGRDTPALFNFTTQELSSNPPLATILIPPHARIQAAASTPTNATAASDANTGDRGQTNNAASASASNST
#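 Assay system: GST-tagged human GSK3beta kinase, cell-free; Input: 1.6 ng GSK3beta; Medium: Tris/MgCl2 kinase buffer; Timing: 60 min enzyme reaction, room temperature; Signal: ADP-Glo luminescence quantifying ADP generated by kinase; Evaluation: score relative to plate controls; Benchmarks: DMSO neutral wells and GW8510 at 20 µM as positive.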
# GSK3A inh: blockers of GSK3A enzyme activity – biochemical, luminescence, cell-free homogeneous, HTS, primary screen. Glycogen synthase kinase-3 alpha (Homo sapiens), P49840. GSK-3 alpha kinase, ADP-Glo luminescence, 60 min. inhibition, % at 10 µM. 320,000 tested, 0.1% active. AID 2650, 2010;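 in the data active means inhibition above about 50%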;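 further: GST-tagged GSK-3 alpha with peptide substrate and 25 µM ATP; 0% = DMSO neutral wells and 100% = GW8510 positive control wells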
# Target sequence (P49840 whole entry, looked up): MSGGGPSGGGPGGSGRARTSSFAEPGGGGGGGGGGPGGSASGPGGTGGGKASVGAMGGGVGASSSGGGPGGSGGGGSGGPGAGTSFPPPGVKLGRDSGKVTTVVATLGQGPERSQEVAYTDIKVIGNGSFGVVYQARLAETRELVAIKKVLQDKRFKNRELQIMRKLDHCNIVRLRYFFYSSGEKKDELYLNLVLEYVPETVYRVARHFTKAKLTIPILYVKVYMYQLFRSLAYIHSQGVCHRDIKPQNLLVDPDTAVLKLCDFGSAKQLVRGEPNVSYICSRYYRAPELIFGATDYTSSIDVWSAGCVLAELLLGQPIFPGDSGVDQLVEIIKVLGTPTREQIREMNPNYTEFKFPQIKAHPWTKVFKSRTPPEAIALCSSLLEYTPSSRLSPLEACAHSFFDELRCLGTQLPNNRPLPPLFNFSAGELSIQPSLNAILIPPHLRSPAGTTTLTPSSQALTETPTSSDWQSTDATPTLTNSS
# HSP90 inh: HSP90 inhibitors, primary screen, cell lysate, luminescence | Heat shock protein HSP 90 (rabbit reticulocyte lysate; luciferase refolding) | Rabbit reticulocyte lysate, luciferase refolding luminescence, 3 h | inhibition, % at 5.6 µM | 290,000 tested, 0.91% active | AID 1789, 2009;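 active means inhibition above the screen-wide mean plus 3 SD, computed separately per campaign, cut at about 16% in these data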;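 further: 0% = DMSO wells and 100% = 60 µM geldanamycin wells; inhibitors lower the luminescence because luciferase stays unfolded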
# KLF5 inh: KLF5 expression inhibitors, primary screen, DLD-1 cells, luminescence. DLD-1 KLF5 promoter-luciferase reporter. inhibition, % at 5 µM. 290,000 tested, 0.23% active. AID 1700, 2009;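 active means inhibition above a per-plate limit of that plate's mean compound inhibition plus 3 SD, cut at about 60% in these data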;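 further: 0% = DMSO wells and 100% = LY294002 at 200 µM; higher means less KLF5 promoter-driven luciferase light; inactives centre near -14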
# The depositor's hits bear a star; ? = inconclusive; · = no result given. Some of the compounds tested. The share of hits here may be higher or lower than overall.
mol	Platelet DG rel	DYRK1A inh	aSyn 5UTR inh	HSF1 inh	IEC-6 tox	HSF-1 act	GSK3B inh	GSK3A inh	HSP90 inh	KLF5 inh
COc1ccc(/C=C/C(=O)c2ccc3ccccc3c2O)cc1CN1CCOCC1	-44	-4	-36	13	4	39	0	2	5	-13
O=c1[nH]c2cc3ccccc3cc2nc1C(F)(F)F	4	2	-25	-6	8	-7	1	-7	1	16
O=C(CCc1nnc2ccc(N3CCC4(CC3)OCCO4)nn12)Nc1ccc(F)cc1	20	-6	1	2	7	2	0	0	3	-22
C/C(N)=C(/C#N)C(=O)CSc1nnc(-c2ccc3c(c2)OCO3)o1	-9	15	?	50	12	76*	1	14	4	-103
Clc1cc2c(nn1)Nc1ccccc1S2	-9	4	15	-5	-10	·	1	-1	-1	4
O=C(O)CCCCCNC(=O)CCn1cnc2ccccc2c1=O	-1	-4	8	-7	10	-11	-4	1	0	-19
O=C(O)C1CCCN(S(=O)(=O)c2cccs2)C1 (stereo unspecified)	2	·	6	-4	6	-14	2	5	2	-5
Cc1ccc(OCc2n[nH]c(=S)n2-c2ccc(C)cc2)cc1	-5	4	23	-3	3	11	2	0	1	-7
O=C(Nc1nc2ccc(S(=O)(=O)N3CCCC3)cc2s1)c1ccco1	18	5	-19	-3	-8	-2	1	-2	-4	-27
Cc1nn(Cc2noc(C(=O)NCCc3ccccn3)n2)c(C)c1Br	1	4	-4	-2	-2	1	·	0	2	4
CC(OC(=O)CCN=C1NS(=O)(=O)c2ccccc21)C(=O)c1ccccc1 (stereo unspecified)	5	·	0	-5	·	2	4	0	·	·
CC1(C)CC(=O)C2=C(C1)N(c1ccc(F)cc1)C(=O)CC2c1ccccc1 (stereo unspecified)	-5	-1	0	?	1	-59	-19	-10	3	-11
COc1ccccc1-c1noc(CCC(=O)Nc2ccccc2Cl)n1	0	-2	-17	5	4	-5	0	-1	-1	-19
CCOc1[nH]n(-c2ccc(Cl)cc2)c(=O)c1C=NCC(=O)OC	5	-4	-3	7	1	4	-1	0	-2	-7
c1ccc(CN2CCN(C(c3ccccc3)c3nnnn3Cc3ccccc3)CC2)cc1 (stereo unspecified)	-5	-3	9	4	2	-6	2	5	0	21
CCOC(=O)N1CCN(c2ccccc2OC)CC1	3	-9	-9	-5	8	3	2	1	3	14
CCCCN(CC)c1nc(N)c(C#N)c(CC#N)c1C#N	4	13	37	52	-2	49	-6	0	0	-8
CN1CCN(C(=S)c2ccc(Cl)cc2)CC1	3	-3	-6	0	0	2	0	0	-4	7
CC(C)C(=O)NC(=S)Nc1ccccc1N1CCN(C(=O)c2ccccc2)CC1	10	-3	15	-3	-3	24	0	-4	0	-16
Cc1ccccc1CN1CCN(c2nc3ccccc3s2)CC1	10	2	-146	43	-1	81*	0	-2	5	-151
Cc1ccc(C(=O)c2cc3c(cc2[N+](=O)[O-])OCCO3)cc1	-6	0	-6	2	4	7	-5	0	1	-16
COC(=O)CCNC(=O)c1nn(Cc2ccccc2)c(=O)c2ccccc12	-2	1	0	-4	-5	3	1	1	4	-26
N#Cc1cc(-c2ccccc2)oc1NC(=O)c1ccco1	1	6	-39	10	-4	-15	-23	1	-3	-39
CCOC(=O)c1ccc(Nc2cc3ccccc3c(=O)[nH]2)cc1	6	1	-14	-2	·	-15	3	0	·	·
COC(=O)c1cc2oc3ccccc3c2n1CC(=O)N1CCCc2ccccc21	2	1	-7	11	7	22	-4	-4	3	-27
Cc1csc(SCc2nnc(-c3ccc(Cl)cc3)o2)n1	8	6	-173	27	-3	59*	-4	8	-1	-180
Cc1ccc(/C=C/S(=O)(=O)N2CCC(C(=O)O)CC2)cc1	1	15	3	-8	4	0	4	-4	2	-28
CCCC(=O)Nc1ccc(C(=O)n2ccc(C)n2)cc1	7	·	-7	3	4	17	-1	1	2	1
CCN(CC)C(=O)CN1C(=O)C2(OCC(C)(c3ccccc3)CO2)c2ccccc21 (stereo unspecified)	6	-4	26	0	-10	3	1	-2	-1	-19
CN(C)CCNC(=O)c1cc2sc3ccccc3c2s1	0	15	-127	-2	6	18	-9	14	-2	-45
Cc1cc(C)cc(N(CC(=O)NC2CCCC2)S(=O)(=O)c2c(C)[nH]c(=O)[nH]c2=O)c1	-7	-2	-9	-1	4	-4	-2	-3	-1	5
NC(=O)C1=C[C@H](c2coc3ccccc3c2=O)C[C@H](OCc2ccc(CO)cc2)O1	-1	9	5	1	1	9	0	-4	8	-36
COC(=O)c1ccccc1NC(=O)c1cc(C)no1	-12	2	-3	-2	5	-20	1	3	0	10
CCn1nnnc1SCC(=O)NC1CCCC1	?	0	-11	-2	1	-1	6	0	0	4
CCOc1cc(CNCCc2ccc(S(N)(=O)=O)cc2)cc(Cl)c1OCc1ccccc1	-3	-12	-2	-4	4	-4	1	1	-1	-24
CN(C(=O)c1ccccn1)c1nnc(-c2cccnc2)s1	·	-2	·	·	-2	·	·	-3	-1	-33
COc1ccc(/C=N/NC(=O)c2cnccn2)cc1O	5	·	-63	4	3	6	3	·	-2	-29
CCN(C(=O)CSc1nc2nc(C)cc(C)n2n1)c1cccc(C)c1	5	0	14	2	6	-10	5	1	-1	-13
COc1ccc(Oc2coc3cc(O)ccc3c2=O)cc1	4	·	-7	10	-1	3	-20	1	-1	-41
COC(=O)c1ccc(C(=O)OC)c(NC(=S)N2CCCC(CO)C2)c1 (stereo unspecified)	4	2	10	-2	-4	6	-1	-1	1	-27
CC(C)NC(=O)COc1ccc(/C=N/NS(=O)(=O)c2ccccc2)cc1	-1	-6	-26	-7	2	-2	2	-4	1	10
CC12COC3(C(=O)Nc4ccc(F)cc4)CC1CCC32C (stereo unspecified)	-3	4	5	0	-8	-11	-3	2	-4	-36
CC(=O)N1CCN(CC(=O)Nc2ccc(C)c(F)c2)CC1	-2	-2	1	2	0	-3	1	-2	-4	-25
CCOC(=O)NC(=O)CSc1nc(C)cc(C)c1C#N	-2	-4	-30	28	-4	21	2	·	8	-106
Cc1ccc(CNC(=O)c2ccccc2SCC(=O)NCC2CCCCC2)cc1	12	1	23	4	2	19	3	-2	-1	-7
COc1ccc(C(=O)C2CCCN(Cc3ccc4nonc4c3)C2)cc1OC (stereo unspecified)	2	2	31	14	8	14	5	-1	4	14
FC(F)(F)c1cnc(/C=C/Nc2ccccc2Cl)c(Cl)c1	-1	3	-39	11	4	52*	0	-2	5	-29
CC1CCN(CCOc2ccc(C(=O)c3ccccc3)cc2)CC1	9	11	-1	-7	-5	-5	3	0	2	-21
COc1ccc(/C=N/NC(=O)c2ccc(Cn3cc([N+](=O)[O-])cn3)o2)cc1O	·	-3	·	·	-6	·	-4	-1	0	3
Nc1n[nH]c(CO)n1	4	-7	5	-4	-3	-2	1	-3	-2	-10

# (next part)
mol	Platelet DG rel	DYRK1A inh	aSyn 5UTR inh	HSF1 inh	IEC-6 tox	HSF-1 act	GSK3B inh	GSK3A inh	HSP90 inh	KLF5 inh
Cc1ccc(C2=CC(c3ccccc3)n3ncnc3N2)c(C)c1 (stereo unspecified)	-1	0	12	5	·	-6	-2	-4	·	·
CC1CC1C(=O)OCC(=O)Nc1ccc(N=Nc2ccccc2)cc1 (stereo unspecified)	-1	3	-107	35	3	42	-4	0	0	-135
CCN(CC)C(=O)c1[nH]cnc1C(=O)N[C@@H](C)C(=O)OC(C)(C)C	-2	-4	8	-3	2	-4	-4	5	13	-18
Cc1ccc(-c2csc(NC(=O)C[n+]3cc(-c4ccccc4)n4c3CCC4)n2)cc1	4	·	-117	4	-12	11	8	3	5	-73
COc1ccccc1NS(=O)(=O)c1ccc(O)c(C(=O)OCC(=O)Nc2ccccc2F)c1	8	-3	17	-7	0	-2	-3	-2	1	-26
Cc1ccc(C2=NN(C(=O)CCC(=O)O)C(c3cccs3)C2)cc1 (stereo unspecified)	-2	-2	-4	7	2	-6	-2	-3	1	-4
CC(C)C(C)NC(=O)COc1ccc(Sc2ccc(OCC(=O)NC(C)C(C)C)cc2)cc1 (stereo unspecified)	-10	1	7	2	4	5	-1	-1	-3	-10
Cc1ccc(-c2nc(C=Nc3ccc(O)cc3)c(O)o2)cc1	1	0	-95	·	5	·	1	·	-2	-11
Cc1ccc(C2N(C)C(=O)c3ccccc3N2C)cc1 (stereo unspecified)	19	-1	-12	-2	0	0	-3	0	-2	-30
CCC(C)(C)n1nnnc1C(C(C)C)N1CCSCC1 (stereo unspecified)	-29	-5	30	-2	2	14	-2	-1	4	-14
Cc1cccc2cc(/C=N/Nc3ccc(C(=O)O)cc3)c(Cl)nc12	4	·	-197	1	27*	-7	1	0	7	-128
Cc1ccc(C)c(NC(=O)CN(C)C(=O)c2cc([N+](=O)[O-])ccc2N2CCOCC2)c1	0	-7	-2	6	·	9	1	-2	·	·
Cc1cc(C)nc(NC2=NCC(=O)N2c2ccc(F)c(Cl)c2)n1	-19	4	17	0	3	1	-1	10	3	-33
CCOc1ccc(C(=O)NCC(=O)OCC(=O)c2ccc3c(c2)-c2ccccc2C3)cc1	-1	2	-10	6	-2	11	2	-2	0	-14
Cc1cc2nnc(SCC(=O)N3CCCCCC3)n2c(N)n1	-6	3	9	-3	2	-5	2	0	3	4
Cc1ccc2c(c1)C1CN(C)CCC1N2C(=O)c1cccc(S(=O)(=O)N(C)C)c1 (stereo unspecified)	-3	6	5	-9	1	-1	-1	1	2	-7
COC(=O)c1cn(C(=O)c2ccccc2)c2ccccc12	-3	5	-22	5	-2	5	2	2	-3	-12
Cc1ccc(Cl)cc1N1CCN(C(=O)C2CCN(S(=O)(=O)c3cnc[nH]3)CC2)CC1	·	-3	·	·	9	·	·	-3	3	2
Cc1ccc(C(=O)NC(=S)NNC(=O)CC#N)cc1	5	-1	-19	13	-2	4	-2	2	3	-63
Cc1cc(NC(=O)c2cc3ccccc3o2)cc(C)c1OCC(=O)N1CCOCC1	1	4	6	·	0	·	1	0	3	-20
COc1ccccc1NC(=O)CCSc1nnc(-c2ccco2)o1	9	1	1	5	-2	19	-1	3	0	2
COC(=O)c1[nH]c2ccccc2c1NS(=O)(=O)c1ccc(F)c(C)c1	10	5	19	-9	12	2	0	2	5	-17

# Source: PubChem (several laboratories)
